# Screening data (PubChem)
# H1N1 NS1A inhibition = H1N1 influenza NS1A inhibitors, functional cell based assay (AID 504329). NS1A functional cell-based assay, percent inhibition; higher % means a stronger effect. inhibition, % at 12.5 µM, or IC50 in µM where a hit was titrated. 340,000 compounds, 0.3% hits; in the data active means a potency from the dose series; inconclusive means inhibition above about 27% without an active follow-up result; further: strong numbers were not always called active
# PhoP GFP inhibition = PhoP regulon inhibitors, Salmonella typhi PhoP promoter GFP reporter, confirmatory (AID 1850); Salmonella Typhi PhoP-promoter GFP reporter, fluorescence, 4 h; higher % means a stronger effect; inhibition, % at 50 µM; hits with a dose series show IC50 in µM; 310,000 compounds, 0.33% hits; in the data active means a potency from the dose series; inconclusive means inhibition mostly from about 25% at the one dose, without a potency; inactive means the rest, 99 in 100 with inhibition below about 19%;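 further: 0% = induced wells with vehicle and 100% = uninduced wells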
# H37Rv inhibition = M. tuberculosis growth inhibition, HTS (AID 449762) | 330,000 compounds, 0.59% hits | inhibition, % at 25 µM; hits with a dose series show IC50 in µM | M. tuberculosis H37Rv growth inhibition, 7H9 media; higher % means a stronger effect; in the data active means a potency from the dose series; inconclusive means inhibition above about 70% without an active follow-up result;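 further: bacterial growth assessed after seven days of incubation; strong numbers were not always called active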
# VEEV TC-83 Vero = inhibitors of VEEV TC-83 cytopathic effect, confirmation, Vero cells (AID 588727) | inhibition, % at 20 µM; hits with a dose series show IC50 in µM | Vero cells, VEEV TC-83 cytopathic effect inhibition; higher % means a stronger effect | 350,000 compounds, 0.13% hits; in the data active means a potency from the dose series; inconclusive means inhibition mostly from about 14% at the one dose, without a potency; inactive means the rest, 99 in 100 with inhibition below about 12%; further: strong numbers were not always called active
# tuberculosis growth = growth inhibition of non-replicating M. tuberculosis (AID 488890) | Mycobacterium tuberculosis non-replicating, growth inhibition; higher % means a stronger effect | inhibition, % at 25 µM, or IC50 in µM where a hit was titrated | 320,000 compounds, 0.39% hits; in the data active means a potency from the dose series; inconclusive means inhibition mostly from about 82% at the one dose, without a potency; inactive means the rest, 99 in 100 with inhibition below about 76%;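 further: plate controls were DMSO cells for no effect and high antibiotic wells for full effect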
# VEEV TC-83 Vero 10K pilot screen = also measured in VEEV TC-83 Vero; calls as there; inhibition, %; measured here: 10K pilot screen inhibition
# Starred values were filed as active, the others as inactive; i = inactive; ? = inconclusive; nt = not tested or not shown.
SMILES,H1N1 NS1A inhibition,PhoP GFP inhibition,H37Rv inhibition,VEEV TC-83 Vero,tuberculosis growth,others
Cc1ccc(C=NNc2nc3c([nH]2)c(=O)n(C)c(=O)n3C)cc1,0.3%,nt,nt,13.5%,nt,
CCCCc1c(O)nc(SCC(=O)N2CCOCC2)n(-c2ccccc2OC)c1=O,9.0%,5.7%,-1.4%,0.8%,3.9%,
C=CCn1c(SCC(=O)c2c(N)n(C)c(=O)n(C)c2=O)nnc1-c1ccoc1C,-1.9%,nt,2.9%,0.5%,-9.9%,
CNC(=O)NC(=O)CSc1nnc(-c2ccc(F)cc2)n1CC1CCCO1 (stereo unspecified),8.6%,-1.9%,-3.2%,0.9%,-4.9%,
c1cncc(-c2nc3cc4ccccc4cc3[nH]2)c1,-0.9%,2.3%,?,11.1%,23.1%,
C=CCc1cccc(/C=N/c2ncccc2O)c1O,26.9%,-3.1%,-3.8%,0.5%,?,
CCN(CC)C(=O)[C@H]1C[C@H](CC(=O)NC/C=C(\C)CCC=C(C)C)C(=O)N2CCc3c([nH]c4cc(CCC(=O)N(C)C)ccc34)[C@]12C,6.7%,nt,nt,0.8%,nt,
O=C(c1ccco1)N1CCN(S(=O)(=O)c2ccc(F)cc2)CC1,-0.8%,-19.7%,1.2%,3.1%,-4.3%,
CCn1c(-c2cc(-c3cccc(OC)c3)nc3ccccc23)n[nH]c1=S,-34.9%,4.4%,-8.5%,i,-10.0%,
O=C(COc1ccc([N+](=O)[O-])cc1)Nc1ccc(N2CCN(C(=O)c3ccco3)CC2)cc1,-7.6%,8.0%,-1.9%,i,-5.9%,
Oc1ccccc1/C=N/NP(=S)(c1ccccc1)c1ccccc1,6.0%,5.8%,2.9%,4.5%,27.6%,
Fc1ccc(-n2nnnc2-c2cnc(-c3cccs3)nc2C(F)(F)F)cc1,-0.2%,-11.6%,2.4%,11.8%,14.4%,
CC(C)c1ccc(C(CC(=O)O)N2Cc3ccccc3C2=O)cc1 (stereo unspecified),1.2%,12.8%,-0.8%,0.1%,10.2%,
CCC(NC(=O)NC1=NCCS1)(C(F)(F)F)C(F)(F)F,1.1%,-12.9%,-11.5%,i,-30.2%,VEEV TC-83 Vero 10K pilot screen=1.1
Cc1sc2ncnc(N3CCC(C(=O)NNC(=O)COc4ccc(Br)cc4)CC3)c2c1C,-0.2%,2.2%,?,7.9%,-1.5%,
C[C@@H]1C(c2cccc(Cl)c2)=NN(c2ccc(Br)cc2)[C@H]1C(=O)N1CCOC1=O,-37.5%,nt,nt,2.6%,nt,
O=S(=O)(Nc1cccc(-c2ccc(N3CCOCC3)nn2)c1)c1cc(Cl)ccc1Cl,-11.8%,-3.3%,-5.0%,9.8%,26.8%,
C1=Nc2c(NCc3ccccc3)ncnc2Oc2ccccc21,2.9%,6.2%,3.9%,13.1%,19.2%,
Cc1sc2ncnc(SCc3ccco3)c2c1C,-17.7%,-18.9%,-1.0%,6.8%,19.4%,
CC(=O)N1CCN(CCS(=O)(=O)c2cc(Cl)ccc2Cl)CC1,-2.4%,nt,12.2%,6.5%,?,
O=C(COC(=O)c1ccc(Br)o1)NCc1ccc(Cl)cc1,-11.5%,nt,0.2%,92.8%,?,
N#Cc1cnn(-c2nc(SCc3ccccc3)nc3sc4c(c23)CCCC4)c1N,-3.6%,-1.8%,0.8%,i,-0.1%,
CCOC(=O)Cn1c(=O)c(-c2ccccc2N)nc2ccccc21,-5.9%,2.0%,10.7%,7.7%,36.5%,
Cc1ccc2nc(Cl)c(CNCc3ccccc3)cc2c1,2.5%,5.2%,?,i,?,
CC(Oc1ccc(Cl)cc1Cl)C(=O)OCC(=O)c1c(N)n(C)c(=O)n(C)c1=O (stereo unspecified),-7.1%,nt,-4.2%,2.7%,46.2%,
Nc1ccc2cn[nH]c2c1,0.8%,-7.6%,?,2.1%,2.7%,
CC(C)Cn1c([N+](=O)[O-])nc2c1c(=O)[nH]c(=O)n2C,8.8%,3.9%,5.93µM*,3.2%,5.81µM*,
CCn1c(SCC(=O)Nc2cc(OC)c(OC)c(OC)c2)nnc1-c1cccs1,6.6%,-6.3%,-16.4%,0.3%,9.2%,
CC(C)(C)c1ccc(OCCC(=O)OCC(=O)Nc2cccnc2Cl)cc1,-8.1%,4.6%,?,1.4%,79.6%,
O=C(NCc1cccs1)c1ccc2c(c1)OCCO2,-6.7%,-13.7%,-1.1%,i,6.0%,VEEV TC-83 Vero 10K pilot screen=0.2
CCN(CC)CCN=Cc1c(O)n(Cc2ccco2)c(=O)[nH]c1=O,nt,-4.4%,4.8%,2.2%,-1.4%,
Cc1ccc(S(=O)(=O)c2nc(-c3ccco3)oc2NCC2CCCO2)cc1 (stereo unspecified),-8.4%,-5.4%,-3.6%,1.8%,7.4%,
CCOC(=O)C1C(=O)C=C(/C=C/c2ccccc2)CC1c1ccc(Cl)cc1 (stereo unspecified),5.7%,6.4%,9.0%,1.0%,21.4%,
O=C(NCC(=O)N1CCN(C(=O)c2ccco2)CC1)c1ccc(Cl)cc1,-1.4%,6.0%,15.7%,1.9%,-25.1%,
COc1ccc(CNCc2cc3c(cc2[N+](=O)[O-])OCO3)cc1,-2.7%,-0.2%,1.1%,1.3%,13.1%,
CC(OC(=O)c1ccccc1NCCO)C(=O)NCC(=O)Nc1ccc(F)c(F)c1F (stereo unspecified),-1.7%,-4.3%,-23.7%,1.6%,-1.0%,
COc1ccc(C(N)c2nccc3cc(OC)c(OC)cc23)cc1OC (stereo unspecified),1.3%,9.6%,7.4%,0.1%,36.0%,
CC(C)c1ccc(C(C)NCCS(=O)(=O)c2ccc(Br)cc2)cc1 (stereo unspecified),1.8%,-12.5%,?,2.0%,75.2%,
COc1ccc(CNC(=O)C(c2ccncc2)N(C(=O)Cc2cccs2)c2ccc(C)cc2)cc1 (stereo unspecified),-5.4%,-7.0%,-1.0%,3.3%,33.7%,
Cc1ccc(C)c(N2CCN(C(=O)c3ccc(Cn4c(=S)[nH]c5ccc(N6CCOCC6)cc5c4=O)cc3)CC2)c1,12.2%,-0.8%,30.7%,1.1%,31.2%,
CCC(C(=O)OC)n1cnc2c(nnn2-c2ccc(OC)cc2)c1=O (stereo unspecified),1.1%,10.2%,-5.2%,2.9%,2.2%,
COc1cc(OC)cc(-c2c(-c3ccc(C(C)=O)cc3)c3cc(-c4cccc5[nH]ccc45)ccc3n2C)c1,-3.8%,nt,5.3%,4.9%,18.2%,
CCOC(=O)c1cc(-c2ccc(F)cc2)n(CC(=O)N2CCCC2)c1C,-17.0%,-4.1%,1.4%,4.7%,2.8%,
c1ccc2oc(NC3=NCN(CC4CCCO4)CN3)nc2c1 (stereo unspecified),-1.9%,1.4%,-1.7%,1.9%,7.0%,
C#CCOCCOCCOCCNc1nc(N2CCOCC2)nc(N2CCN(C(=O)[C@H](CCCCN)n3cc(CN)nn3)CC2)n1,-3.2%,nt,5.3%,0.0%,41.0%,
CCOc1ccc(CC(=O)NNC(=S)NC)cc1,nt,3.9%,-9.0%,0.6%,-3.6%,
CCC(=O)Nc1ccc(Cl)c(NC(=S)NC(=O)COc2ccc(Cl)cc2)c1,1.5%,-0.3%,7.9%,0.1%,54.8%,
COc1ccc(NC(=O)Cn2cnc3c(cnn3-c3ccc(C)c(C)c3)c2=O)c(OC)c1,-1.9%,-2.9%,9.6%,1.6%,14.2%,
COc1ccc(NC(=O)CN(C)C(=O)/C=C/c2ccc(OCc3ccccc3)cc2)cc1,7.5%,15.9%,-3.5%,i,5.1%,
CCCNC(=O)CCC(NS(=O)(=O)c1ccc(C)cc1)C(=O)NCCC (stereo unspecified),-18.4%,-9.1%,-4.8%,i,-7.8%,
Cc1ccc(NC(=O)NCCSc2ccc(C)cc2)cc1,-2.6%,5.1%,-0.5%,i,56.8%,
COc1cccc(COC(=O)c2ccc3c(c2)NC(=O)C(C)S3)c1OC (stereo unspecified),3.0%,8.0%,3.4%,2.5%,7.0%,
O=C(NCC1COCCO1)c1cc(COc2c(F)cccc2F)on1 (stereo unspecified),7.4%,-0.8%,8.5%,3.0%,-4.2%,
Cc1cccc(C)c1NC(=O)Cn1cc(C=O)c2ccccc21,-16.1%,-3.6%,5.7%,i,-1.3%,
O=S(=O)(c1ccc(-c2csc(-c3cccnc3)n2)cc1)N1CCOCC1,5.2%,-1.5%,61.4%,7.0%,31.9%,
CCN1CCN(CC(=O)Nc2ccc(C)cc2C)C(=O)C1=O,-0.3%,-10.6%,0.3%,0.8%,nt,
CNC(=O)CSCc1cnn(-c2ccccc2)c1-n1cccc1,-5.5%,4.1%,-0.2%,0.3%,-2.2%,
O=C(Nc1cc(C(F)(F)F)ccc1-n1cncn1)C1CC1,-1.4%,-1.4%,23.8%,0.3%,-5.9%,
O=C(NN=Cc1ccccc1O)C(O)c1ccccc1 (stereo unspecified),-17.0%,nt,nt,3.5%,nt,
COc1ccc(CCNC(=O)CSc2nc(C)nc3c2oc2ccccc23)cc1OC,-15.9%,5.3%,-4.0%,1.2%,-4.2%,

# Of the compounds above, these contain a furan ring, fused or not:
SMILES,H1N1 NS1A inhibition,PhoP GFP inhibition,H37Rv inhibition,VEEV TC-83 Vero,tuberculosis growth,others
C=CCn1c(SCC(=O)c2c(N)n(C)c(=O)n(C)c2=O)nnc1-c1ccoc1C,-1.9%,nt,2.9%,0.5%,-9.9%,
O=C(c1ccco1)N1CCN(S(=O)(=O)c2ccc(F)cc2)CC1,-0.8%,-19.7%,1.2%,3.1%,-4.3%,
O=C(COc1ccc([N+](=O)[O-])cc1)Nc1ccc(N2CCN(C(=O)c3ccco3)CC2)cc1,-7.6%,8.0%,-1.9%,i,-5.9%,
Cc1sc2ncnc(SCc3ccco3)c2c1C,-17.7%,-18.9%,-1.0%,6.8%,19.4%,
O=C(COC(=O)c1ccc(Br)o1)NCc1ccc(Cl)cc1,-11.5%,nt,0.2%,92.8%,?,
CCN(CC)CCN=Cc1c(O)n(Cc2ccco2)c(=O)[nH]c1=O,nt,-4.4%,4.8%,2.2%,-1.4%,
Cc1ccc(S(=O)(=O)c2nc(-c3ccco3)oc2NCC2CCCO2)cc1 (stereo unspecified),-8.4%,-5.4%,-3.6%,1.8%,7.4%,
O=C(NCC(=O)N1CCN(C(=O)c2ccco2)CC1)c1ccc(Cl)cc1,-1.4%,6.0%,15.7%,1.9%,-25.1%,
COc1ccc(CCNC(=O)CSc2nc(C)nc3c2oc2ccccc23)cc1OC,-15.9%,5.3%,-4.0%,1.2%,-4.2%,

# (cont.)
SMILES,H1N1 NS1A inhibition,PhoP GFP inhibition,H37Rv inhibition,VEEV TC-83 Vero,tuberculosis growth,others
Cc1ccc(OCC(=O)N2CCN(c3ccc([N+](=O)[O-])c(N4CCOCC4)c3)CC2)cc1,8.5%,-3.2%,-2.9%,0.3%,18.4%,
CCCCNC(=S)Nc1cccc(S(=O)(=O)NC2=NCCC2)c1,-0.6%,2.1%,-2.7%,1.5%,49.3%,
CCOC(=O)C1CCN(C(=O)CC2(CC(=O)O)CCCC2)CC1,-4.0%,8.3%,6.7%,2.9%,-11.9%,
CC(=O)C(Sc1ccc2nnc(-c3ccncc3)n2n1)C(C)=O,7.0%,18.1%,4.0%,0.9%,nt,
COc1ccc(-c2nn(CCC#N)cc2C(=O)Nc2cccc(C(=O)O)c2)cc1[N+](=O)[O-],-4.7%,-1.7%,-7.4%,1.1%,-2.0%,
COc1cccc(-n2nnc3c(=O)n(Cc4c(F)cccc4Cl)cnc32)c1,-2.2%,3.3%,-3.8%,1.7%,1.9%,
COC(=O)[C@@H]1C[C@@]2(O)[C@@H](O)[C@@H](O)[C@@H](O)C[C@H]2N1Cc1ccc(Cl)cc1,-18.6%,-2.4%,-3.7%,0.2%,-4.9%,
O=C(NC(Cc1c[nH]c2ccccc12)c1nnc2n1CCCCC2)c1cccs1 (stereo unspecified),1.5%,13.8%,2.6%,1.9%,5.7%,
CC1CCCC(NC(=O)COC(=O)c2ccc(N(C)C)cc2)C1C (stereo unspecified),-25.8%,12.4%,-20.4%,i,-8.0%,
O=C(O)CC12CC3CC(C1)CC(n1ncc(NCc4ccc(F)cc4)c(Cl)c1=O)(C3)C2,-6.4%,17.4%,-6.2%,0.1%,-6.6%,
COc1cc(OC)c(-c2nnc(-c3ccc(OC)c(OC)c3OC)o2)cc1OC,5.1%,-7.7%,-10.0%,i,21.2%,
O=C(Nc1ccc(NC(=O)C23CC4CC(CC(C4)C2)C3)cc1)c1cc(F)c(F)cc1Cl,1.0%,0.7%,3.8%,2.1%,24.2%,
Cc1cc2c(cc1S(=O)(=O)N(C)c1ccccc1)NC(=O)CO2,-11.7%,4.2%,18.3%,6.8%,-1.8%,

# Not a hit list; any-hit rate near 1.6%.
